Screening data deposited in PubChem by Sanford-Burnham Center for Chemical Genomics.
MT1-MMP act inh – inhibitors of human MT1-MMP activation. P50281. GFP/RFP ratio change, % at 20 µM. hit rate 0.061% among 360,000. HT1080 RFP-PRO-GFP cells, GFP/RFP ratio fluorescence, overnight; percent of plate control window, DMSO zero. AID 651647;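 active = GFP/RFP ratio change of at least 30% with cell ATP level not reduced by more than half and red fluorescence within 50% of control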; also: strong numbers were not always called active
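Read-out: GFP/RFP fluorescence ratio; Test system: RFP-PRO-GFP reporter HT1080 cells; Compound dosing: single-point 20 µM compound, 1% DMSO; Times: overnight compound exposure at 37 °C.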
Rpn11 inh – blocks the human proteasome subunit Rpn11 | O00487 | human 26S proteasome, Ub4-pepOG fluorescence polarization; 20S core pre-blocked with epoxomicin | calls only at 20 µM | hit rate 0.59% among 360,000 | AID 588493;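 active = inhibition at 20 µM, scaled to each plate's controls, above about 33%, limit read from the data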
Target sequence (O00487 whole entry, looked up): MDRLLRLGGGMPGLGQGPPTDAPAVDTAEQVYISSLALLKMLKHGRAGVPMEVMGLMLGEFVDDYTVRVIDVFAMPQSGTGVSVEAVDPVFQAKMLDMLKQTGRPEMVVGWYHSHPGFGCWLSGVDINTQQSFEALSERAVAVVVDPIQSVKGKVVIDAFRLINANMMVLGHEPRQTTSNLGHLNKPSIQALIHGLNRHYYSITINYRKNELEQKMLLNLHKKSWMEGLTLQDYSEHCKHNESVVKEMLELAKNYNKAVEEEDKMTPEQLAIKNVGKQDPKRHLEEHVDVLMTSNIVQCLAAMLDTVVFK
NRP1-CendR mod – NRP-1/CendR interaction modulation; O14786; FAM-RPARPAR peptide binding to NRP-1, fluorescence polarization; inhibition, % at 25 µM; hit rate 0.85% among 360,000; AID 602438;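 active = inhibition or corrected inhibition above about 18%, plus a signal ratio from 0.5 to 1.5, limit read from the data, passing the limit was not always enough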; also: strong numbers were not always called active
SUMO1 PPI mod – modulators of human SUMO1-mediated protein-protein interactions | inhibition, % at 20 µM | hit rate 0.33% among 360,000 | P63165 | AID 602429 | SUMO1 binding to a labelled peptide, TR-FRET, 1 h; in the data active = inhibition above about 37%
NadD inh – NadD (S. aureus) enzyme inhibition. purified NadD enzyme, colorimetric absorbance read-out. AID 602399. hit rate 0.78% among 360,000. inhibition, % at 20 µM; in the data active = inhibition above about 26%; also: some compounds past the cut are filed as inactive
DNMT1 block – DNMT1 (human) enzyme inhibition. hit rate 0.83% among 360,000. P26358. DNMT1 molecular beacon, Hinp1I cleavage, fluorescence. inhibition (reported as % activation of signal), % at 10 µM; in the data active = inhibition above about 50%
Scp1 inh – inhibitors of human Scp-1 phosphatase | hit rate 0.88% among 340,000 | Q9GZU7 | inhibition, % at 20 µM | AID 493091 | Recombinant Scp1, phosphopeptide, malachite green phosphate absorbance;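 active = inhibition above about 50% at 20 µM, limit read from the data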;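 also: plate controls were DMSO wells with enzyme for no effect and wells lacking enzyme for full effect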
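Test system: SCP-1 phosphatase catalytic domain, residues 76-261 | Compound dosing: One concentration, 20 µM, with 1.0% DMSO | Schedule: 45 min room-temperature reaction, 5 min colour, 30 min stabiliser | Detection: Absorbance at 630 nm | Read-out basis: % inhibition of SCP-1 phosphate liberation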
STEP block – inhibitors of human striatal-enriched phosphatase STEP | hit rate 0.25% among 360,000 | P54829 | AID 588621 | recombinant STEP, OMFP fluorogenic substrate, fluorescence | inhibition, % at 20 µM;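 active = inhibition at 20 µM, scaled per plate between control wells, above about 37%, limit read from the data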;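 also: 0% = DMSO with enzyme and substrate and 100% = substrate only without enzyme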
Target sequence (P54829 whole entry, looked up): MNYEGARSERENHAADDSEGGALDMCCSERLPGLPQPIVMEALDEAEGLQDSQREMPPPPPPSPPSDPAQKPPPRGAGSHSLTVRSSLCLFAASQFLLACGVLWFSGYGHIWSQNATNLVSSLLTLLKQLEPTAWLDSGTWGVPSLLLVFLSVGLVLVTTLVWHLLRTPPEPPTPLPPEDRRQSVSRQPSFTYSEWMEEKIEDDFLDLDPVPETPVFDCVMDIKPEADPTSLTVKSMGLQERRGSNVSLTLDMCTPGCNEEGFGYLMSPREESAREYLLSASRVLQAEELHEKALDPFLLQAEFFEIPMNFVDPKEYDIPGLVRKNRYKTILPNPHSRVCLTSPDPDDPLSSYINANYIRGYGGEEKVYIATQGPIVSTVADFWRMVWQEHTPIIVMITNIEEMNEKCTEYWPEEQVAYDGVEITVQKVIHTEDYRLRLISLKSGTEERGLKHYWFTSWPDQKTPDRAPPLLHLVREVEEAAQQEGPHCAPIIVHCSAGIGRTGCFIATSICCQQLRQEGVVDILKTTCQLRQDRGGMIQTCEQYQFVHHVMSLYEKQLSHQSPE
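Test system: STEP tyrosine phosphatase / Reagent: OMFP at 25 µM / Doses: 20 µM, 1% DMSO / Read-out: percent inhibition scaled to no-enzyme and uninhibited-enzyme controls, plate-pattern corrected / Detection: FITC-channel fluorescence of OMFP product / Medium: Bis-Tris buffer pH 6.0, 2.5 mM DTT, 0.005% Tween 20 / Schedule: 20 min at room temperature, dark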
SKN-1 block – C. elegans SKN-1 inhibition; inhibition, % at 21.8 µM; hit rate 0.49% among 360,000; AID 624304; C. elegans VP596 Pgst-4::GFP/RFP ratio, acrylamide-induced, 24 h;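 active = interference check ratio from 0.5 to 1.5 plus GFP to RFP signal ratio inhibition reaching or exceeding a fixed threshold, cut at about 30% in these data, passing the limit was not always enough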; also: some compounds called inactive have numbers as strong as hits
LMPTP inh – LMPTP (human) inhibition; recombinant LMPTP-A, OMFP fluorogenic substrate, fluorescence intensity; inhibition, % at 20 µM; hit rate 0.22% among 360,000; AID 651560;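 active = compounds that cut the enzyme signal by at least half of the control window in the single-dose screen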;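 also: plate controls were DMSO wells with enzyme plus substrate for no effect and substrate without enzyme for full effect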
Target sequence (P24666 whole entry, looked up): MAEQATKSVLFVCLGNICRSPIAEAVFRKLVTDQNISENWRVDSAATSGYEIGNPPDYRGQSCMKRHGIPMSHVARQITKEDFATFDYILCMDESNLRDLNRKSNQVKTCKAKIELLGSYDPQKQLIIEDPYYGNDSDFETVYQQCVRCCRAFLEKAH
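Buffer or medium: Bis-Tris pH 6.0, DTT, detergent; Assay system: LMPTP-A enzyme; Quantity: 0.625 nM enzyme; Detection: endpoint fluorescence intensity; Times: 50 min dark incubation at room temperature; Controls: substrate-only low control, DMSO enzyme-plus-substrate high control; Doses: single 20 µM dose; Read-out: percent inhibition versus substrate-only and uninhibited controls; Reagent: 400 µM OMFP.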
* = called active by the depositor; & = joins results of further samples.

What do the screens show for `CCOc1[nH]n(-c2ccc(Cl)cc2)c(=O)c1C=Nc1ccc(O)cc1`?
MT1-MMP act inh: 14.4; Rpn11 inh: inactive; NRP1-CendR mod: -6.3; SUMO1 PPI mod: -5.3; NadD inh: 2.0; DNMT1 block: 35.0; Scp1 inh: -7.2; STEP block: -1.6; SKN-1 block: 9.4; LMPTP inh: 3.1

What do the screens show for `Cc1cc(N2C(=O)c3ccc(C(=O)Nc4ccccc4O)cc3C2=O)no1`?
MT1-MMP act inh: 1.3; Rpn11 inh: inactive; NRP1-CendR mod: -6.1; SUMO1 PPI mod: -11.3; NadD inh: -6.8; DNMT1 block: 0.9; Scp1 inh: 2.5; STEP block: 1.8; SKN-1 block: 13.4; LMPTP inh: 2.1

Results for O=C(C=Cc1ccco1)c1cc(Cl)ccc1O ?
MT1-MMP act inh: -3.8; Rpn11 inh: inactive; NRP1-CendR mod: 1.2; SUMO1 PPI mod: -3.6; NadD inh: -1.1; DNMT1 block: 14.9; Scp1 inh: -7.6; STEP block: 0.5; SKN-1 block: -7.2; LMPTP inh: 0.2

What do the screens show for `CCOc1ccc(NC(=O)COc2ccccc2)c([N+](=O)[O-])c1`?
MT1-MMP act inh: 7.6; Rpn11 inh: inactive; NRP1-CendR mod: -2.3; SUMO1 PPI mod: 9.1; NadD inh: -8.7; DNMT1 block: 1.5; Scp1 inh: -3.0; STEP block: 0.4; SKN-1 block: -2.5; LMPTP inh: 1.2

What do the screens show for `CC(CNC(=O)c1cncc(O)c1)NC(=O)c1cncc(O)c1` (stereo not drawn)?
MT1-MMP act inh: 6.5; Rpn11 inh: inactive; NRP1-CendR mod: 17.1; SUMO1 PPI mod: -0.6; NadD inh: -7.3; DNMT1 block: 3.1; Scp1 inh: 2.9; STEP block: -2.4; SKN-1 block: -24.4; LMPTP inh: -3.3

How did COc1ccc(C(=O)NC(=S)Nc2ccc(CN3CCOCC3)cc2)cc1 do in these assays?
MT1-MMP act inh: 5.0; Rpn11 inh: inactive; NRP1-CendR mod: 2.6; SUMO1 PPI mod: -1.2; NadD inh: -3.4; DNMT1 block: 1.4; Scp1 inh: -6.6; STEP block: 1.3; SKN-1 block: 18.1; LMPTP inh: -0.4

What do the screens show for `Cn1cnnc1SCC(=O)Nc1ncc(C(F)(F)F)cc1Cl`?
MT1-MMP act inh: 0.3; Rpn11 inh: inactive; NRP1-CendR mod: 0.0; SUMO1 PPI mod: -0.9; NadD inh: 13.4; DNMT1 block: 0.9; Scp1 inh: -0.7; STEP block: 0.7; SKN-1 block: -0.8; LMPTP inh: -0.1

Results for CCn1c(N)[n+](CC(=O)Nc2ccc(SC(F)F)cc2)c2ccccc21 ?
MT1-MMP act inh: -2.9; Rpn11 inh: inactive; NRP1-CendR mod: 7.5; SUMO1 PPI mod: -30.2; NadD inh: -8.2; DNMT1 block: 0.1; Scp1 inh: -2.9; STEP block: -2.4; SKN-1 block: -10.4; LMPTP inh: 1.8

Results for CC(C)CCOP(=O)(c1ccc(N(C)C)cc1)C(O)c1ccc(Cl)cc1Cl (stereo not drawn) ?
MT1-MMP act inh: -0.9; Rpn11 inh: inactive; NRP1-CendR mod: -1.4; SUMO1 PPI mod: -2.1; NadD inh: -6.1; DNMT1 block: -9.1; Scp1 inh: -9.1; STEP block: 7.0; SKN-1 block: 13.4; LMPTP inh: 4.4

How did CCNC(=S)NNC(=O)Cn1c(=O)c2c(ncn2CCOC)n(Cc2ccccc2)c1=O do in these assays?
MT1-MMP act inh: -0.7; Rpn11 inh: inactive; NRP1-CendR mod: -7.5; SUMO1 PPI mod: 5.0; NadD inh: -1.5; DNMT1 block: 1.0; Scp1 inh: -2.0; STEP block: 0.8; SKN-1 block: 14.1; LMPTP inh: -1.0

Results for Cc1nn(C)c(Cl)c1/C=C/C(=O)O ?
MT1-MMP act inh: 1.9; Rpn11 inh: inactive; NRP1-CendR mod: 0.1; SUMO1 PPI mod: 1.4; NadD inh: 0.2; DNMT1 block: -1.9; Scp1 inh: -4.9; STEP block: 2.8; SKN-1 block: 7.7; LMPTP inh: 0.0

How did CC(=O)NC(=S)Nc1ccc(NC(=O)COc2ccc(Cl)cc2Cl)cc1 do in these assays?
MT1-MMP act inh: 0.2; Rpn11 inh: inactive; NRP1-CendR mod: -8.8; SUMO1 PPI mod: -1.8; NadD inh: -12.9; DNMT1 block: 14.3; Scp1 inh: -17.3; STEP block: 1.4; SKN-1 block: 10.2; LMPTP inh: -0.1

What do the screens show for `O=C(/C=N/O)NCCN1CCCCC1`?
MT1-MMP act inh: -0.5; Rpn11 inh: inactive; NRP1-CendR mod: -13.9; SUMO1 PPI mod: 1.0; NadD inh: 2.7; DNMT1 block: -0.1; Scp1 inh: -1.1; STEP block: -4.0; SKN-1 block: -0.2; LMPTP inh: -2.7

Results for Oc1ccc(NC(=S)Nc2ccccc2)cc1 ?
MT1-MMP act inh: -0.1&7.1; Rpn11 inh: inactive; NRP1-CendR mod: 6.5&-7.2; SUMO1 PPI mod: 5.1&-1.4; NadD inh: -2.6&0.3; DNMT1 block: -1.1&-2.3; Scp1 inh: -7.7&-6.8; STEP block: -2.5&2.8; SKN-1 block: 8.0&-4.9; LMPTP inh: 0.5&1.4

Results for O=C1NC2=C(C(=O)OC2)C(c2ccc(OC(F)(F)F)cc2)N1 (stereo not drawn) ?
MT1-MMP act inh: 1.6; Rpn11 inh: inactive; NRP1-CendR mod: -0.1; SUMO1 PPI mod: 7.0; NadD inh: -3.7; DNMT1 block: 0.9; Scp1 inh: -10.4; STEP block: -1.9; SKN-1 block: 6.8; LMPTP inh: -2.1

What do the screens show for `COc1ccccc1NC(=O)NCC(=O)Nc1ccc(F)c(F)c1`?
MT1-MMP act inh: -5.5; Rpn11 inh: inactive; NRP1-CendR mod: 2.9; SUMO1 PPI mod: -2.8; NadD inh: -7.8; DNMT1 block: -0.4; Scp1 inh: -4.8; STEP block: 1.0; SKN-1 block: 1.0; LMPTP inh: 0.7

How did CCOC(=O)C1=CN(Cc2ccco2)S(=O)(=O)NC1c1ccc(C(F)(F)F)cc1 (stereo not drawn) do in these assays?
MT1-MMP act inh: -0.3; Rpn11 inh: inactive; NRP1-CendR mod: -4.4; SUMO1 PPI mod: 5.1; NadD inh: -6.0; DNMT1 block: 2.2; Scp1 inh: -11.8; STEP block: -1.0; SKN-1 block: 11.9; LMPTP inh: 3.2

How did Cc1ccccc1-n1c(SCC(=O)NCC2CCCO2)nnc1-c1ccncc1 (stereo not drawn) do in these assays?
MT1-MMP act inh: 2.6; Rpn11 inh: inactive; NRP1-CendR mod: 0.3; SUMO1 PPI mod: -4.9; NadD inh: -1.6; DNMT1 block: 0.8; Scp1 inh: -2.7; STEP block: -1.2; SKN-1 block: 6.5; LMPTP inh: -2.1

What do the screens show for `Cc1nc(S/C(=C/c2ccc(-c3ccc(Cl)cc3)o2)C(=O)O)n[nH]1`?
MT1-MMP act inh: 0.4; Rpn11 inh: inactive; NRP1-CendR mod: 36.1*; SUMO1 PPI mod: -1.3; NadD inh: 14.0; DNMT1 block: -2.9; Scp1 inh: 11.5; STEP block: 1.7; SKN-1 block: 5.1; LMPTP inh: 0.2

Results for O=C(NC1CC1)C1=C[C@@H](c2ccc(Br)cc2)C[C@@H](OCc2ccc(CO)cc2)O1 ?
MT1-MMP act inh: 4.0; Rpn11 inh: inactive; NRP1-CendR mod: 11.3; SUMO1 PPI mod: 3.6; NadD inh: -3.2; DNMT1 block: -1.4; Scp1 inh: -7.7; STEP block: 0.1; SKN-1 block: 10.7; LMPTP inh: 0.2

How did CC(=O)NC(Cc1cccc(F)c1)C(=O)NC1CCN(C(=O)Nc2ccccc2)CC1 (stereo not drawn) do in these assays?
MT1-MMP act inh: -1.0; Rpn11 inh: inactive; NRP1-CendR mod: -0.9; SUMO1 PPI mod: 0.2; NadD inh: -4.4; DNMT1 block: -0.3; Scp1 inh: -0.6; STEP block: -1.2; SKN-1 block: -17.3; LMPTP inh: -0.4

Results for CN(C)CC(=O)Nc1ccc(Oc2ccc(Cl)cc2)cc1 ?
MT1-MMP act inh: -0.4; Rpn11 inh: inactive; NRP1-CendR mod: 2.8; SUMO1 PPI mod: -1.4; NadD inh: -4.4; DNMT1 block: -1.1; Scp1 inh: -8.0; STEP block: 1.3; SKN-1 block: 5.5; LMPTP inh: -0.6

Results for O=C(c1ccccc1-c1nc2ccccc2[nH]1)N1CCOCC1 ?
MT1-MMP act inh: 0.1; Rpn11 inh: inactive; NRP1-CendR mod: 14.2; SUMO1 PPI mod: -3.4; NadD inh: -1.2; DNMT1 block: -1.5; Scp1 inh: -7.0; STEP block: 0.5; SKN-1 block: 8.3; LMPTP inh: -1.7

Results for CCC(C)(C)NC(=O)C(c1sccc1C)N(Cc1ccco1)C(=O)c1csnn1 (stereo not drawn) ?
MT1-MMP act inh: -3.5; Rpn11 inh: inactive; NRP1-CendR mod: 7.9; SUMO1 PPI mod: 3.1; NadD inh: 2.7; DNMT1 block: 2.5; Scp1 inh: -3.4; STEP block: 1.1; SKN-1 block: 16.2; LMPTP inh: -0.4

Results for COCCCn1cc(C(=O)c2cc(OC)ccc2OCC(=O)N2CCCCC2C)cc(C#N)c1=O (stereo not drawn) ?
MT1-MMP act inh: 2.7; Rpn11 inh: inactive; NRP1-CendR mod: -10.2; SUMO1 PPI mod: -1.0; NadD inh: -1.0; DNMT1 block: -0.6; Scp1 inh: -11.0; STEP block: -1.3; SKN-1 block: 3.2; LMPTP inh: -0.4

What do the screens show for `COc1ccccc1CNC(=O)CCn1c(=O)sc2ccccc21`?
MT1-MMP act inh: -7.6; Rpn11 inh: inactive; NRP1-CendR mod: 8.5; SUMO1 PPI mod: 3.5; NadD inh: -2.3; DNMT1 block: 0.9; Scp1 inh: 2.1; STEP block: -0.5; SKN-1 block: -3.4; LMPTP inh: -0.3

Random draw from the library. Share with any hit: about 3.9%.
